Source: PubChem
rTrxR1 inhibitor = rat TrxR1 inhibition. O89049. Potency, µM (series often up to 114 µM), inactives show at the highest dose activity change, negative = inhibition, hits mostly inhibitors. AID 588453. 390,000 tested, 1% active. recombinant rTrxR1, NADPH fluorescence consumption, selenite substrate; also: potency is read from the fitted curve at half-maximal effect; % is scaled to controls: 0 for no effect and ±100 for the full control effect; nearly all actives have a fitted effect of over 65% in size
Target sequence (O89049 whole entry, looked up): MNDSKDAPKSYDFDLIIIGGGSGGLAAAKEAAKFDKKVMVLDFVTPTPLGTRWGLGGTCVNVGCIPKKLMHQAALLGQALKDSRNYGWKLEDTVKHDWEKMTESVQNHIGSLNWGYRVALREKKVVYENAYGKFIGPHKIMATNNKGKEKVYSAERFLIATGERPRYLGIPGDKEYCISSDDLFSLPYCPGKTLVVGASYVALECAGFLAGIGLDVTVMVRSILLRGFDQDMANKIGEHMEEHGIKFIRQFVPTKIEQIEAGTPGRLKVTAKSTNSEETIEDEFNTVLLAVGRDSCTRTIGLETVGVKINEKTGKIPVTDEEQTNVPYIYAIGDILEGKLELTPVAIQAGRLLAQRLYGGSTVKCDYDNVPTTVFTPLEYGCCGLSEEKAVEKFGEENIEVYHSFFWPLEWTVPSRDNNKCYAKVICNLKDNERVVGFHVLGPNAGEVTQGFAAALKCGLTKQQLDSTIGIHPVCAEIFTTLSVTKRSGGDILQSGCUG
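Rat TrxR1 (90 nM in the dispensed reagent) was pre-reduced with 400 uM NADPH for 5 min at room temperature, then incubated with compound for 15 min. After 400 uM selenite was added, NADPH fluorescence (Ex 340/Em 450 nm) was followed for 8 min.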
mIDH1 inhibitor = inhibitors of human mutant IDH1 R132H. O75874. IDH1-R132H enzyme, NADPH consumption, diaphorase/resazurin fluorescence. Potency, µM (titrated, usually from 76.6 µM), inactives show at the highest dose activity change, negative = inhibition, actives largely listed as inhibitors. 390,000 tested, 0.093% active; also: potency is read from the fitted curve at half-maximal effect; % is scaled to controls: 0 for no effect and ±100 for the full control effect; nearly all actives have a fitted effect of over 65% in size
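IDH1-R132H (0.5 ug/mL dispensed) in pH 7.5 Tris buffer was preincubated 30 min with compound, then given a substrate mix of 0.016 mM NADPH and 2 mM alpha-KG for 80 min at room temperature; remaining NADPH was read by diaphorase/resazurin fluorescence.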
PI4K2A block = PI4K2A (human) kinase inhibition; purified PI4K2A, ADP-Glo luminescence, 1 h; hits give low values; activity change, negative = inhibition, % at 76.9 µM; 420,000 tested, 0.13% active; in the data active = activity change below about -50%; inconclusive = mostly about -30% to -49%;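 also: -100% = wells without enzyme as full effect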
Target sequence (Q9BTU6 whole entry, looked up): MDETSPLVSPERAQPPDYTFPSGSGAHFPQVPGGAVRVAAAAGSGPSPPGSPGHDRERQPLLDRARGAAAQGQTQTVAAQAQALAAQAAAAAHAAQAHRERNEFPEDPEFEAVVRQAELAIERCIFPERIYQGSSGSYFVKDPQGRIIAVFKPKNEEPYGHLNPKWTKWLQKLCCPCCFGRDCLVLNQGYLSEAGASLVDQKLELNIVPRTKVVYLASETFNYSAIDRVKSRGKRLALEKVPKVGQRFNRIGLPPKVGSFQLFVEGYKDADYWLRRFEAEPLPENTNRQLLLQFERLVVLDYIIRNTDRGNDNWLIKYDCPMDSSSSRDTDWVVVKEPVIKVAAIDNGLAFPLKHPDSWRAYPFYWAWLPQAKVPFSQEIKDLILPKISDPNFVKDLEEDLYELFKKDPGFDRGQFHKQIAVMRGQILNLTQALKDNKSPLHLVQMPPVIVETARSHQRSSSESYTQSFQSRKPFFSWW
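PI4K2A activity was measured by ADP-Glo luminescence: enzyme (4 ug/mL stock) and phosphatidylinositol (1.2 mM stock) in Tris pH 7.5/MgCl2/EGTA/Triton X-100 buffer were reacted with ATP (300 microM stock) for one hour at ambient temperature.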
D2 antagonist = D2 dopamine receptor (human) antagonism; P14416; HEK293 TREx D2 cells, calcium flux, dopamine EC80; inhibition, % at 10 µM; 340,000 tested, 2% active; in the data active = inhibition above about 30%; also: 0% is about no effect
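Inhibition of EC80 dopamine-driven calcium flux, recorded kinetically, defines activity here; cells are a tetracycline-induced HEK293 T-REx line expressing force-coupled D2.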
TRHR ag = TRH receptor (human) agonism. activation, % at 2 µM. AID 493084. TRHR cells, calcium flux fluo-8, FDSS agonist mode. P34981. 360,000 tested, 0.18% active; in the data active = activation above about 30%; also: 0% is about no effect
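TRHR-expressing cells, plated overnight in medium with 10% serum, were loaded with fluo-8 calcium dye at room temperature. After a 10 s baseline, library compound was pin-added and calcium release was recorded kinetically (ex 480/em 530) as agonist response.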
USP1 inh = USP1/UAF1 (human) deubiquitinase inhibition. recombinant USP1/UAF1, Ub-Rhodamine cleavage fluorescence. 390,000 tested, 0.23% active. AID 743255. O94782. Potency, µM (top dose mostly 57.1 µM), without a hit: top-dose activity change, negative = inhibition, actives largely listed as inhibitors; also: potency is read from the fitted curve at half-maximal effect; % is scaled to controls: 0 for no effect and ±100 for the full control effect; nearly all actives have a fitted effect of over 60% in size; inactives centre near -12
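High-throughput fluorogenic screen: 1nM USP1/UAF1 complex, Ub-Rho substrate 150nM final, 50mM HEPES pH 7.8 with 0.5mM EDTA, 0.1 mg/ml BSA, 1mM TCEP and 0.01% Tween-20.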
TrxR1 substrate = rat thioredoxin reductase 1 substrate activity | O89049 | purified TrxR1 substrate turnover, NADPH consumption readout | Potency, µM (top dose mostly 114 µM), for the others: at the highest dose activity change, negative = substrate turnover | 390,000 tested, 0.01% active | AID 588456; also: potency is read from the fitted curve at half-maximal effect; % is scaled to controls: 0 for no effect and ±100 for the full control effect; nearly all actives have a fitted effect of over 50% in size
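Rat TrxR1, dispensed at 90 nM, was prereduced with 400 uM NADPH (final) for 5 min at ~22 deg C, then incubated with compound 15 min before 400 uM selenite. A first-read NADPH fluorescence drop versus no-compound background flagged substrates.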
TRHR enhancer = allosteric enhancers of human TRH receptor | P34981 | TRHR cells, fluo-8 calcium fluorescence, EC20 TRH enhancement | enhancement, % at 2 µM | 360,000 tested, 0.66% active | AID 493056; in the data active = enhancement above about 30%; also: 0% is about no effect
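Enhancer read-out: after compound pinning and an initial kinetic agonist-mode read, an EC20 of TRH (10 nM final) was injected and fluo-8 calcium signal (Ex 480/Em 530) followed at 1 s/cycle for 100 cycles in TRHR-expressing cells.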
D2 ag = D2 dopamine receptor (human) agonism. HEK293 T-REx D2 cells, calcium flux agonist mode. activation, % at 2 µM. 340,000 tested, 0.53% active;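 active = activation over 3 SD above normal in the single-dose calcium agonist read, cut at about 30% in these data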; also: 0% is about no effect
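HEK293 Trex D2 cells, tetracycline-induced, o/n 30 C 5% CO2; no-wash Ca dye, RT 30–90 min; 10-cycle baseline, 23 nl cpd added, kinetic Ca read 180 s; agonist hits = positive Ca response.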
* = called active by the depositor; ? = inconclusive; . = not tested or not shown; & = joins results of further samples; [ ] = dose if it differs, or a comment. Unless noted, calls follow the shape of the dose curve; as a rule, active = well fitted inhibition curve with a large enough effect; inconclusive = small, poorly fitted or top-dose-only effect; inactive = no such curve, though single readings can be large or run the other way.

compound | rTrxR1 inhibitor | mIDH1 inhibitor | PI4K2A block | D2 antagonist | TRHR ag | USP1 inh | TrxR1 substrate | TRHR enhancer | D2 ag
Cc1ccc(C(=O)NC(C)C2CC3CCC2C3)cc1 (stereo unspecified) | 14%[57.1 µM] | -2% | 4 | . | . | -20% | 8% | . | .
CC1(C(=O)Nc2ccccc2)Cc2ccccc2C(=O)O1 (stereo unspecified) | 13% | 3% | 4 | -16 | 0.2 | -10% | 3% | 9 | 0.4
COC(=O)c1ccc(-n2nnnc2SCc2nn[nH]n2)cc1 | 7%[57.1 µM] | -1% | -2 | 6 | 0.1 | -6% | 11%[57.1 µM] | -5 | -0.3
CCCCCCSc1ccc([C@H]2N[C@@](CC(C)C)(C(=O)OC)[C@H]3C(=O)N(C)C(=O)[C@@H]23)cc1 | 5% | 2% | -2 | 4 | 0.8 | 8% | -11% | 8 | 1.7
COc1ccccc1NC(=O)CSc1nc(N)cc(N)n1 | 18% | 1% | 6 | 3 | 0.4 | -6% | 3% | -3 | -0.2
Cc1ccc(S(=O)(=O)NNC(=O)c2cccc(O)c2)cc1 | 24% | 4% | 0 | 5 | 2.5 | -13% | 6% | 2 | 0.4
CC(C(=O)N=Nc1c(O)n(C)c2ccc(Br)cc12)n1cnc2ccccc2c1=O (stereo unspecified) | . | . | . | -16 | 0.1 | . | . | 0 | -0.3
CCOC(=O)N1CCN(c2nc(-c3cccs3)nc3ccccc23)CC1 | -7% | -2% | 1 | -4 | -1.2 | ? | -10% | 3 | -0.8
CCOC(=O)Cc1nnc(NC(=O)CCc2ccccc2)s1 | 9% | -5% | -1 | -21 | 0.1 | -19% | -2% | 2 | -0.3
Cc1ccc(C(=O)N2c3ncnn3C3(CCCCC3)[C@@H]3CCCC[C@@H]32)cc1 | 11% | -8% | -1 | . | -0.4 | -13% | -8% | -2 | -1.0
C/C(=N\NC(=O)CSCc1cccc(Br)c1)c1ccc([N+](=O)[O-])cc1 | 1% | 0% | -3 | . | 0.2 | -5% | -4% | -10 | .
CC(Oc1nc2c(c(=O)n(C)c(=O)n2C)n1C)C1CCCCC1 (stereo unspecified) | 3%[57.1 µM] | -1% | 4 | . | . | -10% | -2%[57.1 µM] | . | .
Cc1cc(C)n(CC(O)Cn2c3ccccc3c3ccccc32)c(=O)n1 (stereo unspecified) | -12% | 4% | 0 | 1 | -1.1 | -8% | 2% | -9 | -2.4
Cc1cccc(Cn2c(CN3CCC(C(=O)NCCc4ccccc4)CC3)cc3ccccc32)c1 | 6%[57.1 µM] | 19% | -10 | . | 0.7 | -18% | -1%[57.1 µM] | 7 | .
Cc1nc(-c2cccs2)sc1C(=O)NN | -7%[57.1 µM] | 3% | 1 | -9 | 0.5 | -15% | 0%[57.1 µM] | -4 | -0.5
CN(C=[N+](C)C)c1cccc2c1C(=O)c1ccccc1C2=O | -16% | 4% | -6 | -7 | -0.7 | -23% | -12% | -7 | 0.5
O=C(NCCN1CCN(c2ccccc2)CC1)Nc1ccccc1Br | 1%&7% | -9%&-15% | -6&1 | 76* | -0.4&-0.8 | 0%&3% | -9%&4% | 1&-3 | 59*
O=C(NCCc1ccccc1Cl)C1CCN(S(=O)(=O)c2cccs2)CC1 | 10% | 7% | 1 | 16 | -0.9 | -5% | 5% | -5 | 0.1
COc1cc(/C=C(\C(=O)O)c2ccc(S(=O)(=O)N3CCCC3)s2)ccc1OCCC(C)C | -1% | 5% | 0 | . | . | -12% | -9% | . | .
CC(=O)Nc1ccc(S(=O)(=O)Nc2nc3c(s2)CCCC3)cc1 | -4% | 5% | 3 | -8 | -0.3 | -8% | -6% | 6 | -2.3
CC(C)c1ccc(NC(=O)c2ccc3c(c2)CCCN3S(C)(=O)=O)cc1 | 18% | 2% | 0 | . | -0.4 | -14% | -5% | -3 | -1.1
COc1cccc(N2CCN(c3ccc([N+](=O)[O-])cn3)CC2)c1 | 16% | -5% | -3 | 10 | 0.4 | -17% | -3% | -5 | 0.8
O=C(Nc1ccc(Br)cc1)c1cc(-c2ccncc2)nc2ccccc12 | 22% | -6% | 7 | . | . | -20% | 4% | . | .
O=c1cc(NCc2ccc3c(c2)OCO3)[nH]c(=O)n1-c1ccc(Cl)cc1 | -13% | 2% | -4 | -5 | 0.9 | -4% | -6% | 9 | 2.4
COc1ccc(OC)c(CCNC(=O)CCn2nc(C)c3c(C)n(-c4ccccc4)nc3c2=O)c1 | 15%[57.1 µM] | -8% | -4 | -3 | -0.2 | -18% | 4%[57.1 µM] | 2 | -0.6
CC1CCN(c2nc3c(=O)[nH]c(N)nc3n2[C@@H]2O[C@H](CO)[C@@H](O)[C@H]2O)CC1 | 16% | 3% | -4 | -6 | 0.6 | -8% | 0% | -3 | 1.3
Cc1cccc(NC(=O)c2oc3ccccc3c2NC(=O)c2cc(=O)c3ccccc3o2)c1 | 29% | 1% | 0 | . | 0.3 | -6% | 8% | 7 | .
O=C(Cc1ccccc1F)Nc1cc(S(=O)(=O)N2CCCC2)ccc1Cl | 4% | -13% | 2 | -31 | 0.2 | -11% | 2% | -3 | -0.4
O=C(OCc1cc([N+](=O)[O-])cc2c1OCOC2)c1ccccn1 | 13% | -5% | 2 | 7 | 0.0 | -6% | -9% | 3 | 0.2
Cc1c(NC(=O)c2ccccc2F)c(=O)n(-c2ccccc2)n1C | 15%[57.1 µM] | 12% | -11 | -11 | -0.8 | 2% | 0%[57.1 µM] | 7 | 0.3
O=C(CC1N=C2c3ccccc3N=C(SCc3cccc(F)c3)N2C1=O)NC1CCCCC1 (stereo unspecified) | 6%[57.1 µM] | -1% | 2 | . | -0.7 | -5% | 1%[57.1 µM] | -2 | -0.1
O=C(O)C1=C[C@@H](c2ccc(C(F)(F)F)cc2)C[C@@H](OCc2ccc(CO)cc2)O1 | -3% | -12% | 0 | -3 | 0.1 | -24% | 1% | -7 | -0.3
COc1cccc(NC(=O)CN(C)C(=O)Cc2n[nH]c(=O)c3ccccc23)c1 | 0% | -14% | -6 | -17 | 0.5 | -1% | -4% | -1 | 0.5
Cc1ccc2cc(CN(C)C(=O)C3CCCO3)c(=O)[nH]c2c1 (stereo unspecified) | 1%[57.1 µM] | -2% | -5 | -4 | 0.5 | -8% | 12%[57.1 µM] | 9 | -1.5
COc1ccccc1N1CCN(C(=O)CCn2c(=O)[nH]c3ccsc3c2=O)CC1 | 2% | 0% | -4 | -4 | 0.3 | -13% | 0% | -3 | 5.2
Cc1cc(Cl)c(C)c(S(=O)(=O)Oc2ccccc2NC(=O)CCC(=O)O)c1Cl | 4% | 39%[activator] | -4 | 8 | 1.2 | -1% | 1% | -1 | 0.4
O=C(Nc1ccccc1C(=O)NC1CC1)c1ccc([N+](=O)[O-])o1 | ? | 0% | -1 | -3 | 0.8 | -1% | -15% | -2 | 0.3
C=CCn1c(C)nnc1SCC(=O)c1[nH]c(C)c(C(C)=O)c1C | 4%[57.1 µM] | 4% | 2 | 0 | 0.1 | -14% | -8% | -3 | -1.1
CC(C)c1ccc(S(=O)(=O)c2nnn3c2nc(NCC2CCCO2)c2ccccc23)cc1 (stereo unspecified) | 32% | -2% | 3 | 0 | 0.2 | -24% | 20% | 2 | -0.4
NC(=NCCc1ccc(Cl)cc1)NS(=O)(=O)c1ccccc1 | 10% | 0% | -5 | -21 | -1.0 | -27% | 1% | 2 | 1.1

Limited to USP1 inh (four entries from above):
mol	USP1 inh
O=C(Cc1ccccc1F)Nc1cc(S(=O)(=O)N2CCCC2)ccc1Cl	-11%
O=C(OCc1cc([N+](=O)[O-])cc2c1OCOC2)c1ccccn1	-6%
Cc1c(NC(=O)c2ccccc2F)c(=O)n(-c2ccccc2)n1C	2%
O=C(CC1N=C2c3ccccc3N=C(SCc3cccc(F)c3)N2C1=O)NC1CCCCC1 (stereo unspecified)	-5%

Further entries
structure | rTrxR1 inhibitor | mIDH1 inhibitor | PI4K2A block | D2 antagonist | TRHR ag | USP1 inh | TrxR1 substrate | TRHR enhancer | D2 ag
Cc1cc(OCC(O)CN(CCO)CCO)ccc1Cl (stereo unspecified) | 16%[57.1 µM] | 2% | 5 | 0 | 0.0 | 3% | 5%[57.1 µM] | -4 | -0.3
COc1cccc(-c2nc(CCl)cs2)c1OC | -10%[57.1 µM] | 3% | 12 | 16 | -0.5 | 1% | 18%[57.1 µM] | 2 | 0.4
O=C(Cn1c(=O)c2cccn2c2ccccc21)Nc1cc(F)ccc1F | -4%&16% | -4%&21% | -1&0 | 2 | 0.4&0.6 | -27%&5% | -2% | -1&-13 | -1.0&-0.6
COc1cc(Cl)c(C)cc1NC(=O)CN1CCN(C(=O)C2CC2)CC1 | 13% | -6% | 2 | 22 | 0.1 | -19% | 4% | -1 | -0.7
C/C(=N\NC(=O)c1ccccc1)C1C2C=CC(C2)C1(C)C (stereo unspecified) | 16%[57.1 µM] | 5% | 1 | -1 | 0.4 | -15% | -10% | -3 | 0.2
CCOc1ccc(CCNC(=O)CS(=O)(=O)Cc2nc(-c3cccc(Cl)c3)oc2C)cc1 | -22% | 11% | -12 | . | 0.5 | -21% | 2% | -7 | 0.0
Cc1cc(S(=O)(=O)N2CCOCC2)ccc1F | 5%[57.1 µM] | 1% | 5 | -5 | 0.0 | -14% | 5%[57.1 µM] | 2 | -0.3
COc1ccc(CC(=O)Oc2ccccc2C)cc1 | 10% | 5% | 2 | 7 | -1.6 | -21% | -4% | 0 | 0.1
